Source: PubChem
LDHA block: inhibitors of human lactate dehydrogenase A; P00338; purified LDHA, NADH/diaphorase-resazurin fluorescence; stronger effect = lower value; activity change, % (values are at about 110 or 230 µM); actives 0.15% (n = 480,000); in the data active = activity change below about -30%; inconclusive = mostly about -25% to -30%;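 note: plate controls were DMSO wells for no effect and wells without enzyme for full effect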
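Remaining NADH was detected by diaphorase (0.133 mg/mL) converting 37 µM resazurin to fluorescent resorufin, read at 0 and 20 minutes. The preceding 5-minute room-temperature reaction used 2 nM LDHA, 0.2 mM sodium pyruvate and 0.06 mM NADH at pH 7.4.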
12-LOX inh: inhibitors of human 12S-lipoxygenase ALOX12; purified 12hLO, xylenol orange hydroperoxide absorbance; actives 1.1% (n = 580,000); P18054; AID 1671190; Potency, µM (titrated, usually from 108 µM), for inactives: top-dose activity change, negative = inhibition, most hits filed as inhibitors; active = well fitted inhibition curve with a large enough effect; inconclusive = small, poorly fitted or top-dose-only effect, or another doubt; inactive = no such curve, though single readings can be large or run the other way; note: potency is the fitted concentration of half-maximal effect
Target sequence (P18054 whole entry, looked up): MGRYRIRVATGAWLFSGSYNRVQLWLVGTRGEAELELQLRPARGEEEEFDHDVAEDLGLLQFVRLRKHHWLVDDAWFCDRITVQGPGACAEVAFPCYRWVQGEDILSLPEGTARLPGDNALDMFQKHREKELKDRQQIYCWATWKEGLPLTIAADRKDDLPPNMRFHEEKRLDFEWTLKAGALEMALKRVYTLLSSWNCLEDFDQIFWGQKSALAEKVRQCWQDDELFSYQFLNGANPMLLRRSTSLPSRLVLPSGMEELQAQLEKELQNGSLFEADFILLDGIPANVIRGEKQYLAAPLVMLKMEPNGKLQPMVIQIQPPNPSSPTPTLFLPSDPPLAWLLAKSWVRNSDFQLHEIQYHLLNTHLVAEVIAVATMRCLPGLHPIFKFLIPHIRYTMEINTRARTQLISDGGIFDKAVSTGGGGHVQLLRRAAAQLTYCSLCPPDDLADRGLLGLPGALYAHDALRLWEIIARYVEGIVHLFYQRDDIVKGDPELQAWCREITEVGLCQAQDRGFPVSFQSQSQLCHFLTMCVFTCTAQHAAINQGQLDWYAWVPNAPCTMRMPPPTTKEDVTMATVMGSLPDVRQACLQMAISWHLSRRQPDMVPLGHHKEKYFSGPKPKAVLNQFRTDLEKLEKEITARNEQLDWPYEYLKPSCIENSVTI
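Purified human 12hLO (150 nM final) in 25 mM Hepes, 0.01% Triton X-100, pH 7.0 was preincubated 15 min at room temperature with compound. Then 40 uM arachidonic acid was added, 30 min. Hydroperoxide was read by Fe-XO absorbance ratio 573/405 nm.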
* hit, by the source's call; u = inconclusive; & = joins results of further samples; ! = not active in a repeat; [ ] = dose if it differs, or a comment. Unless noted, % is set by controls: 0 for no effect and ±100 for the full control effect. The list is partial, so the mix of outcomes need not match the whole.

SMILES | LDHA block | 12-LOX inh
COc1ccc(C(=O)Nc2cc(-c3nc4cc(C)ccc4o3)ccc2C)cc1[N+](=O)[O-] | 5 | -5%
CC(c1nc2ccccc2[nH]1)n1c(=O)c(-c2cccs2)nc2ccccc21 (stereo unspecified) | -7 | u
O=C(NC(C1CC1)C1CC1)c1cc(F)c(Cl)cc1Cl | 0 | u
C=CCNC(=S)N(Cc1ccc(C)cc1)Cc1ccco1 | -1 | 2%
CC(OC(=O)Cn1cnc2c1c(=O)n(C)c(=O)n2C)C(=O)Nc1cccc(C#N)c1 (stereo unspecified) | -5 | 7%
CCCNC(=O)c1cccc(NC(=O)Nc2ccccc2)c1 | -2 | 22%
Cc1ccccc1NC(=O)CCc1c[nH]c2ccccc12 | 4 | 94%[activator]
COCCNc1ncnc2c1ncn2[C@H]1CN(Cc2ccc(Cl)cc2)C[C@@H](CO)O1 | -4 | -5%
COc1ccc(C2=NN(C(=O)Cn3cnc4sccc4c3=O)C(c3ccco3)C2)cc1 (stereo unspecified) | 7 | -3%
CCc1ccc(OCc2cccc(C(=O)O)c2)cc1 | 15 | -35%
Cc1c(C)n(CCCN2CCOCC2)c2ncn3nc(COc4ccc(Cl)cc4)nc3c12 | 5 | 1%
CN(CC(=O)Nc1cccc(F)c1)Cc1ncc(-c2ccc(F)cc2)o1 | 3 | 22%
Cc1cnc(NC(=O)CCNS(=O)(=O)c2c(C)c(C)cc(C)c2C)s1 | 3 | u
CCc1cc(=O)oc2cc(OCc3nc(C)no3)ccc12 | 0 | -3%
CCOc1ccc(Oc2ccc(NC(=O)c3cc(=O)[nH]c4ccccc34)cc2)cc1 | 12 | 17%
O=C(NCc1ccccc1S(=O)(=O)N1CCOCC1)c1cccc(Br)c1 | 0 | 4%
COc1ccc(OC)c(C2C(C(=O)c3ccco3)=C(O)C(=O)N2c2nc3ccc(F)cc3s2)c1 (stereo unspecified) | -2 | u
CCCCn1cnc2c1c(=O)[nH]c(=O)n2CCC | 0 | -24%
O=C(CSC1CCCCC1)c1ccc(OC(F)F)cc1 | 2 | u
COc1cc(/C=C/C(=O)OCc2cc(=O)oc3cc(C)ccc23)ccc1O | 2 | u
O=C(O)c1ccc(C(F)(F)F)nc1 | -2 | u
CCOCCn1c(CN2CCN(C(=O)OCC)CC2)nc2c1c(=O)n(C)c(=O)n2C | -5 | u
CC(=O)c1ccc(OCc2c(-c3ccccc3)nnn2CC(=O)NS(=O)(=O)c2ccccc2C)cc1 | -5 | -3%
CCCCN1CC(C(=O)Nc2ccc(C(=O)Nc3ccc(C)c(Cl)c3)cc2)CC1=O (stereo unspecified) | -2 | 23%
CCCCC[C@H](C)N1C[C@@H](COCc2ccccc2)Oc2cc(N3CCC[C@@H]3COC)ccc2S1(=O)=O | 0 | -9%
SMILES | LDHA block | 12-LOX inh
CCN1CCCC(CNC(=O)Cc2ccc(C(F)(F)F)cc2)C1 (stereo unspecified) | 2 | -26%
COc1ccc(S(=O)(=O)NC(=O)C2(C)CCN2C(=O)C2(c3ccccc3)CC2)cc1 (stereo unspecified) | -2 | 0%
CC(C)n1cc2c(C(F)(F)F)cc(=O)n(CCC(=O)O)c2n1 | 5 | -28%
CCC(=O)Nc1ccc2oc(-c3ccc(OC)c(Cl)c3)nc2c1 | 2 | -22%
FC(F)(F)c1cccc(NC2(c3nnnn3C3CCCCC3)CCCC2)c1 | 15 | 3%
O=C(NCCc1ccccc1)c1cc2cc(F)ccc2[nH]1 | -6 | 14%
NC(=O)CCS(=O)CCC(N)=O | 3 | u
CCCc1cc(=O)[nH]c(SCc2nc(-c3ccc(F)cc3)no2)n1 | -5 | -41%
CCOc1ccc(-c2cc(=O)c3ccccc3o2)cc1 | 0 | u
CC(NC(=O)c1cccc(N(C)C)c1)c1ccc(Cl)s1 (stereo unspecified) | 6 | 5%
CC(C)CCn1c(SCCc2ccccc2)nc2c1c(=O)n(C)c(=O)n2C | -1 | -14%
Cc1ccc(OCC(=O)N(C)CC(=O)Nc2c(Cl)cccc2Cl)cc1C | -4 | 2%
CC(C)(C)c1ccc(COC(=O)c2cc(=O)c3ccccc3o2)cc1 | 3 | -9%
COc1cc(C(=O)OCc2ccc(C#N)cc2)cc(OC)c1OC | 1 | u
CSc1ccccc1NC(=O)/C=C/c1ccncc1 | 9 | -1%
CCC(C)Oc1ccc(C(=O)NCc2cccs2)cc1 (stereo unspecified) | -2 | 2%
COc1ccc(N2CCN(C3C(=O)Nc4ccccc4-n4nnnc43)CC2)cc1 (stereo unspecified) | 6 | -61%
O=C(OC1CC2CC1[C@H]1CCCCN1C2=O)N1CCN(C(=O)c2ccccc2)CC1 (stereo partly specified) | -1 | 5%
COC(=O)[C@@]12C[C@@H](CC(=O)N3CCCCC3)C(=O)N(Cc3ccccc3)C1=CCC(C)(C)C2 | 3 | 0%
COc1ccc(C2=NN(C(=O)CN3CCc4cc(OC)c(OC)cc4C3)C(c3ccco3)C2)cc1 (stereo unspecified) | 10 | u
CNS(=O)(=O)c1cc(NC(=O)C2Cc3ccc(C)cc3S2)ccc1C (stereo unspecified) | -21 | -6%
COc1ccc(C(=O)Nc2ccc3oc(C)nc3c2)cc1 | 0 | 20%
CC(C)(C)NC(=O)COc1ncnc2ccccc12 | -7 | -5%
CCCCc1nn2cc(-c3ccc(C)cc3)nc2s1 | 1 | 28%
C=C(C)CSc1nc2c(c(=O)[nH]c(=O)n2C)n1CCCc1ccccc1 | 3 | -12%
SMILES | LDHA block | 12-LOX inh
CC(C)(C)OC(=O)COc1ccc2cc(-c3ccccc3)c(=O)oc2c1 | 4 | 31%
O=C(NC1CCCC(C(F)(F)F)C1)c1cc2c(F)cccc2s1 (stereo unspecified) | 11 | u
COc1ccc(CCNC(=O)Nc2nc(CN)cs2)cc1OC | -4 | 10%
CCNC(=O)C1(C)CCN(C(=O)c2ccccc2OC)C1 (stereo unspecified) | -7 | 14%
CNC(=O)c1cc(=O)n(CC(=O)Nc2ccc(C)c(C)c2)c2ccccc12 | -2 | 0%
O=C(NCc1cccnc1)c1cc(C2CCCCN2C(=O)CCc2ccccc2)on1 (stereo unspecified) | -4 | 1%
CCOc1ccccc1N(CC)C(=O)Cc1noc2ccccc12 | 2 | u
Cc1cc(C)c2oc(-c3cc(NC(=O)C(C)(C)C)ccc3O)nc2c1 | 2 | 54%[activator]
CCN1CCN(CCNC(=O)CSc2ncnc3c2sc2cccc(F)c23)CC1 | 6 | 10%
Cc1ccccc1COc1ccc2c(C)cc(=O)oc2c1 | 0 | 5%
COc1ccc(CNC(=O)Cn2ccc3cccc(OC)c32)cc1 | -3 | -8%
CC(C)(C)C1CCC(=NO)CC1 (stereo unspecified) | 13 | 6%
O=C(/C=C/c1cccc(O)c1)c1cccc(O)c1 | -1 | -22%
COc1ccc(C(NC(=O)C2CCN(CCOc3ccc(Cl)cc3)CC2)c2cccs2)cc1 (stereo unspecified) | -13 | u
CN(CCOc1ccccc1)C(=O)c1cc(Cl)c[nH]1 | 0 | 31%[activator]
CN(Cc1cccc(Cl)c1Cl)C(=O)CCc1c[nH]c2ccccc12 | 5 | u
COc1ccc(NC(=O)NCCn2c(C(F)(F)F)nc3ccccc32)cc1OC | 3 | -15%
N#CC1=C(SCC(=O)Nc2ccccc2)NC(=O)C(C#N)C12CCCCC2 (stereo unspecified) | -16 | 0%
COc1ccc(Cl)cc1NC(=O)N1CCSc2ccccc21 | 18 | 33%
CC(O)(c1ccccc1)c1nc(-c2cccc(C(=O)O)c2)cs1 (stereo unspecified) | -8 | -5%
Cc1ccc(F)c(S(=O)(=O)NC(=O)C2(C)CCN2C(=O)C2(c3ccc(Cl)cc3)CC2)c1 (stereo unspecified) | 1 | -10%
O=C(NCc1cccnc1)c1cc(C2CCCN(S(=O)(=O)c3ccccc3)C2)on1 (stereo unspecified) | -9 | 7%
O=C(CCCCCCC(=O)NCCN1CCCC1)NCCN1CCCC1 | 4 | u
CC(C)(C)c1ccc(C(=O)COC(=O)c2ccc3ccccc3n2)cc1 | -2 | u
O=C(c1nn(Cc2ccccc2)c(=O)c2ccccc12)N1CCN(c2ccccc2)CC1 | -7 | 0%

A portion of the results above, for reference:
SMILES | LDHA block | 12-LOX inh
CC(C)(C)OC(=O)COc1ccc2cc(-c3ccccc3)c(=O)oc2c1 | 4 | 31%
O=C(NC1CCCC(C(F)(F)F)C1)c1cc2c(F)cccc2s1 (stereo unspecified) | 11 | u
COc1ccc(CCNC(=O)Nc2nc(CN)cs2)cc1OC | -4 | 10%
CCNC(=O)C1(C)CCN(C(=O)c2ccccc2OC)C1 (stereo unspecified) | -7 | 14%
CNC(=O)c1cc(=O)n(CC(=O)Nc2ccc(C)c(C)c2)c2ccccc12 | -2 | 0%
O=C(NCc1cccnc1)c1cc(C2CCCCN2C(=O)CCc2ccccc2)on1 (stereo unspecified) | -4 | 1%
CCOc1ccccc1N(CC)C(=O)Cc1noc2ccccc12 | 2 | u
Cc1cc(C)c2oc(-c3cc(NC(=O)C(C)(C)C)ccc3O)nc2c1 | 2 | 54%[activator]
CCN1CCN(CCNC(=O)CSc2ncnc3c2sc2cccc(F)c23)CC1 | 6 | 10%
Cc1ccccc1COc1ccc2c(C)cc(=O)oc2c1 | 0 | 5%
COc1ccc(CNC(=O)Cn2ccc3cccc(OC)c32)cc1 | -3 | -8%
CC(C)(C)C1CCC(=NO)CC1 (stereo unspecified) | 13 | 6%
O=C(/C=C/c1cccc(O)c1)c1cccc(O)c1 | -1 | -22%
COc1ccc(C(NC(=O)C2CCN(CCOc3ccc(Cl)cc3)CC2)c2cccs2)cc1 (stereo unspecified) | -13 | u
CN(CCOc1ccccc1)C(=O)c1cc(Cl)c[nH]1 | 0 | 31%[activator]
CN(Cc1cccc(Cl)c1Cl)C(=O)CCc1c[nH]c2ccccc12 | 5 | u
COc1ccc(NC(=O)NCCn2c(C(F)(F)F)nc3ccccc32)cc1OC | 3 | -15%
N#CC1=C(SCC(=O)Nc2ccccc2)NC(=O)C(C#N)C12CCCCC2 (stereo unspecified) | -16 | 0%
COc1ccc(Cl)cc1NC(=O)N1CCSc2ccccc21 | 18 | 33%
CC(O)(c1ccccc1)c1nc(-c2cccc(C(=O)O)c2)cs1 (stereo unspecified) | -8 | -5%

Further structures follow.
SMILES | LDHA block | 12-LOX inh
CCN(Cc1nc2cc(Cl)ccc2c(=O)[nH]1)C(=O)Cc1csc(-c2ccc(C)cc2)n1 | 11 | -27%
COc1cc(NC(=O)Cn2cc(C#N)c3ccccc32)cc(OC)c1OC | 7 | 29%
CC(C)C[C@@H](CN1CCCC1CN1C(=S)NC[C@@H]1Cc1ccccc1)N1C[C@H](Cc2ccccc2)N(CCc2ccccc2)C1=S (stereo partly specified) | -10 | 40µM*
N#CCCN1CCN(C(C(=O)O)c2cn(CC(=O)O)c3cc(F)ccc23)CC1 (stereo unspecified) | -6 | 1%
O=c1ccc(S(=O)(=O)N2CCCC2)cn1Cc1ncc(-c2ccc(Cl)cc2)o1 | -1 | -25%
COc1cccc(-c2[nH]nc3c2C(c2ccccc2F)C(C#N)=C(N)O3)c1 (stereo unspecified) | -8 | u
COc1ccc(-n2nc3ccc(NC(=O)CSc4ccccc4)cc3n2)cc1Cl | 8 | -3%
CCc1ccc(NC(=O)Cn2nc3ccc(S(=O)(=O)C(C)(C)C)nn3c2=O)cc1 | -10 | -6%
CCOC(=O)C(O)(NC(=O)NC(C)=O)C(F)(F)F (stereo unspecified) | -6 | -24%
CCCC1(CCC)NC(=O)N(Cc2nc3ccccc3nc2C)C1=O | -7 | -7%
CC(C)(C)c1ccc(C(=O)N2CCC2(C)C(=O)Nc2cccc3ncccc23)cc1 (stereo unspecified) | -8 | -30%
N#Cc1ccc(CCC(=O)OCc2ccc(C#N)cc2)cc1 | 1 | -4%
CCOCCCNC(=O)C(c1ccc(C)cc1)N(Cc1cccs1)C(=O)CNC(=O)c1ccccc1 (stereo unspecified) | 12 | 2%
COc1ccc(NC(=O)c2cc(-c3ccc(F)cc3OC)n[nH]2)c(OC)c1 | -5 | -2%
COc1ccc(NC(=O)c2sc(=O)n(Cc3ccc(F)c(Cl)c3)c2C)cc1OC | 2 | 4%
Cc1ccc(-c2cc(C(=O)O)c3cc(Cl)ccc3n2)o1 | 8&0 | 7.9µM*!
CN(C)CCCSc1nc(N2CCOCC2)c2c(c1C#N)CCCC2 | -9 | 0.5µM*
COc1cccc(NC(=O)CN(C)C(=O)CSc2ncnc3scc(-c4ccccc4)c23)c1 | 2 | -13%
Nc1[nH]c(C(=O)c2ccccc2)c(-c2ccc(Br)cc2)c1C(=O)NCCc1c[nH]c2ccccc12 | -4 | -29%
N#C/C(=C/c1ccc(OC(F)(F)F)cc1)c1nc2ccccc2[nH]1 | 2 | 18%
NCc1ccc2[nH]ccc2c1 | -11 | u
CCOC(=O)C1=C(CN(CCOC)Cc2ccco2)NC(=O)NC1c1cccc(OC)c1OC (stereo unspecified) | 14 | 37%[activator]
CCOC(=O)c1c(S(=O)(=O)NCC(=O)N2CCC(C)CC2)c(C)n(C)c1C | -14 | 1%
COc1ccccc1NC(=O)Nc1nc(CC(=O)NCC(C)C)cs1 | 12 | -6%
COc1ccc(/C=C2\Oc3cc(OS(=O)(=O)c4ccc(C)cc4)ccc3C2=O)cc1 | -1 | u
